AMA1-RON2 inh – qHTS for Inhibitors of AMA1-RON; Towards Development of Antimalarial Drug Lead: Primary Screen; AlphaScreen AMA1-biotinylated RON2 peptide binding; Potency, µM (highest dose often 58.2 µM), for inactives: at the top dose activity change, negative = inhibition, hits mostly inhibitors; 360,000 tested, 0.2% active;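 note: potency is the fitted concentration of half-maximal effect; 0% = vehicle wells and -100% = peptide control; nearly all actives have a fitted effect of over 45% in size; some results filed as inactive show a strong effect at the top dose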
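AMA1 (3D7) with his tag at 25 nM final met compounds first, then biotinylated RON2 peptide at 25 nM; detection used donor plus acceptor beads, 10 µg/mL apiece, read by AlphaScreen after 30 min at room temperature.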
HCMV inh – qHTS Assay for inhibitors of the human cytomegalovirus (HCMV). HFF cells, HCMV-luciferase reporter, 72 h; stronger effect = lower value. activity change, negative = inhibition, % at 57.5 µM. 410,000 tested, 4.5% active; in the data active = activity change below about -60%; inconclusive = no clear call, values can overlap the other calls; inactive = above about -39%
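Human foreskin fibroblasts infected with luciferase-reporter HCMV at MOI 1 PFU/cell, compounds at two doses. Luciferase measured 72 h post infection; normalized to buffer-only basal and Salinomycin (10uM) controls.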
Giardia FBPA inh – qHTS Assay for Inhibitors of Fructose-1,6-bisphosphate Aldolase from Giardia Lamblia; purified Giardia FBPA; 290,000 tested, 0.71% active; A8B2U2; Potency, µM (titrated, usually from 59.6 µM), without a hit: at the top dose activity, negative = inhibition, actives largely listed as inhibitors; AID 2451, 2010; note: potency is the fitted concentration of half-maximal effect; nearly all actives have a fitted effect of over 55% in size
Target sequence (A8B2U2 whole entry, looked up): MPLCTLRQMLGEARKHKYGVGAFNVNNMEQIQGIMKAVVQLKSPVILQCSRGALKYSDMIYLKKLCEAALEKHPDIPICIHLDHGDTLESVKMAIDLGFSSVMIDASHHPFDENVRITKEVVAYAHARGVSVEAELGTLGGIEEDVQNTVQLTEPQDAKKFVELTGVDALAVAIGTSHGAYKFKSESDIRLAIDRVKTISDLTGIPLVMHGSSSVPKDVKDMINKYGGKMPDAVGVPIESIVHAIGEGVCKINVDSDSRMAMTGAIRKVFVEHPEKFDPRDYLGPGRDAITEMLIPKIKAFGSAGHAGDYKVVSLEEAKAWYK
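Giardia FBPA (40 nM reagent) was preincubated 10 min at RT with compound (up to 57.5 uM final), then substrate plus GAPDH/TPI/NAD/arsenate coupling system with diaphorase/resazurin was added; resorufin fluorescence (525/598 nm) was read after 20 min.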
AmpC inh no detg – qHTS Inhibitors of AmpC Beta-Lactamase (assay without detergent); AmpC nitrocefin hydrolysis, absorbance 480 nm, 0.0001% Triton; Potency, µM (series often up to 57.1 µM), inactives show at the highest dose activity change, negative = inhibition, most hits filed as inhibitors; 330,000 tested, 0.52% active; AID 485341, 2010;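 note: potency is the fitted concentration of half-maximal effect; plate controls were no compound for no effect and no enzyme for full effect; nearly all actives have a fitted effect of over 20% in size; some results filed as inactive show a strong effect at the top dose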
Target sequence (P00811 whole entry, looked up): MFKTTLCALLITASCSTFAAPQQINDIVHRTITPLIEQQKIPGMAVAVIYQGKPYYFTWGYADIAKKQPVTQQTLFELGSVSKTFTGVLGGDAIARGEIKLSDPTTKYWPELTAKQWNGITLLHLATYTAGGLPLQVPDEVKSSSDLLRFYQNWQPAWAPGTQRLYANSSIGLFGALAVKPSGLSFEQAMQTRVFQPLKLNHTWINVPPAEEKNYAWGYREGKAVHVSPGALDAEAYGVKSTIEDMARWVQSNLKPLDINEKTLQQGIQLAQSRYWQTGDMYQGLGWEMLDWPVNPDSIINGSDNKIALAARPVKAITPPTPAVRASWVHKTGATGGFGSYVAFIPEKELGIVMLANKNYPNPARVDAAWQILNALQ
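AmpC (5.3 nM in the dispensed reagent) in 20 mM phosphate pH 7.0 with 0.01% (detergent screen) or 0.0001% Triton X-100 was preincubated with compounds for 15 min at room temperature. Nitrocefin was then added from an 800 uM solution, and hydrolysis was followed at 480 nm.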
AmpC detergent – qHTS Inhibitors of AmpC Beta-Lactamase (assay with detergent); 370,000 tested, 0.041% active; P00811; AmpC hydrolysis of nitrocefin, absorbance 480 nm, 0.01% Triton; AID 485294, 2010; Potency, µM (highest dose often 114 µM), for inactives: at the top dose activity change, negative = inhibition, usual class: inhibitors;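 note: potency is the fitted concentration of half-maximal effect; 0% = no-compound wells and -100% = no-enzyme wells; nearly all actives have a fitted effect of over 25% in size; some results filed as inactive show a strong effect at the top dose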
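20 mM phosphate pH 7.0 + 0.01% (detergent screen) or 0.0001% Triton X-100; 5.3 nM AmpC reagent; cpd preinc 15 min RT; nitrocefin (800 uM stock) to start; A480 q20 s × 4 min; Activity was normalised to no-enzyme and no-compound control wells.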
Sm TGR inh – qHTS Assay for the Inhibitors of Schistosoma Mansoni Peroxiredoxins. Schistosoma mansoni thioredoxin glutathione reductase (TGR), Q962Y6. purified TGR, DTNB reduction, TNB absorbance 405 nm. Potency, µM (highest dose often 114 µM), for the others: at the top dose activity change, negative = inhibition, actives largely listed as inhibitors. 360,000 tested, 3% active. AID 485364, 2010; note: potency is the fitted concentration of half-maximal effect; nearly all actives have a fitted effect of over 60% in size
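First, TGR (20 nM dispensed) and NADPH were mixed with compound. Second, a 15 min room-temperature incubation followed. Third, further NADPH and then DTNB were added to start the reaction. Finally, TNB absorbance was monitored kinetically.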
* = called active by the depositor; ? = inconclusive; nt = not tested or not shown; & = joins results of further samples; [ ] = remark or other dose. Unless noted, calls come from the whole dose curve; as a rule, active = well fitted curve in the direction sought with a large enough effect; inconclusive = small, poorly fitted or top-dose-only effect, or another doubt; inactive = no such curve, though single readings can be large; an effect the other way counts as inactive or inconclusive. Unless noted, % is set by controls: 0 for no effect and ±100 for the full control effect. The order is random. Share with any hit: about 7.8%.

SMILES	AMA1-RON2 inh	HCMV inh	Giardia FBPA inh	AmpC inh no detg	AmpC detergent	Sm TGR inh
COc1cccc(S(=O)(=O)N2CCN(C(=O)c3ccco3)CC2)c1	-1%	-86*	6%	0%	6%	nt
CC(C)c1ccc(N(C(=O)c2csnn2)C(C(=O)NC(C)(C)C)c2ccncc2)cc1 (stereo unspecified)	-4%	93	2%	51%	2%	-21%
COCc1n[nH]c(=S)n1-c1cccc2ccccc12	1%	116	-29%	-14%	-3%	4%
Cc1nc2c(oc3ccc(Cl)cc32)c(=O)[nH]1	-4%	-12	-1%	-7%	-8%	14%
COC(=O)c1ccc(CSc2nnc(CNC(=O)c3ccc(OC)cc3)o2)o1	-12%	46	4%	-32%	-14%	-15%
Cc1cc(NC(NC(=O)c2ccco2)(C(F)(F)F)C(F)(F)F)no1	-3%	37	1%	-13%	-10%	6%
COCCNC(=O)CCc1ccc(S(=O)(=O)Nc2ccc(C)cc2)cc1	5%	10	7%	8%	-2%	-18%
O=C(O)CSc1nnc(-c2ccc(Cl)cc2Cl)n1-c1ccccc1	-2%	0	-1%	-25%	-3%	0%
COc1ccc(COC(=O)C2CCN(C(=O)c3ccc(Cl)cc3)CC2)cc1F	1%	36	nt	73%[activator]	7%	2%
Cc1nc2cc(C(=O)OCC(=O)N(CC(C)C)C3CCS(=O)(=O)C3)ccc2n1-c1ccccc1 (stereo unspecified)	0%	-96*	8%	186%[activator]	-1%	0%
CC(C)CCOC(=O)C1[C@H]2C(=O)N(Cc3cccs3)C[C@]23C=C[C@H]1O3 (stereo partly specified)	0%	-30	1%	-9%	1%	?
C=CCn1c(C)nnc1SCC(=O)Nc1cc(S(=O)(=O)N2CCCC2)ccc1Cl	-7%	-7	nt	22%	0%	9%
Clc1ccccc1CSc1nc(NCCc2ccccc2)c2ccccc2n1	nt	64	nt	nt	-2%	12%
O=C(COC(=O)/C=C/c1cccc(F)c1)Nc1ncccn1	21%	-12	-2%	-16%	0%	2%
CCOC(=O)c1ccc(NC(=O)Nc2cc3c(cc2N2CCCC2)n(C)c(=O)n3C)cc1	nt	?	nt	nt	12%	2%

An excerpt taken from the entries so far, for reference:
SMILES	AMA1-RON2 inh	HCMV inh	Giardia FBPA inh	AmpC inh no detg	AmpC detergent	Sm TGR inh
CC(C)CCOC(=O)C1[C@H]2C(=O)N(Cc3cccs3)C[C@]23C=C[C@H]1O3 (stereo partly specified)	0%	-30	1%	-9%	1%	?
C=CCn1c(C)nnc1SCC(=O)Nc1cc(S(=O)(=O)N2CCCC2)ccc1Cl	-7%	-7	nt	22%	0%	9%
Clc1ccccc1CSc1nc(NCCc2ccccc2)c2ccccc2n1	nt	64	nt	nt	-2%	12%
O=C(COC(=O)/C=C/c1cccc(F)c1)Nc1ncccn1	21%	-12	-2%	-16%	0%	2%
CCOC(=O)c1ccc(NC(=O)Nc2cc3c(cc2N2CCCC2)n(C)c(=O)n3C)cc1	nt	?	nt	nt	12%	2%

(more compounds)
SMILES	AMA1-RON2 inh	HCMV inh	Giardia FBPA inh	AmpC inh no detg	AmpC detergent	Sm TGR inh
CC1CCC(=NNc2ccc(C(F)(F)F)cc2[N+](=O)[O-])CC1 (stereo unspecified)	?	-14	1%	-16%	-9%	-1%
O=C(CSCc1ccc(Cl)cc1)Nc1ccc2c(c1)OCCO2	-4%	8	-2%	11µM*	-3%	7%
COc1cc2c(cc1OC)C(c1ccc(SC)cc1)CC(=O)N2 (stereo unspecified)	-18%	24	7%	5%	-9%	0%
COc1ccccc1/C=C1/C(=O)ON=C1C	-1%	6	-6%	3%	1%	-13%
CCOCc1nnc(NC(=O)C2c3ccccc3Oc3ccccc32)s1	16%	-25	-3%	-9%[2.29 µM]	-9%	6%
CCCCOc1ccc(CNC(=O)C2COc3ccc(OC)cc3C2)cc1 (stereo unspecified)	nt	11	nt	nt	7%	3%
COc1ccc(C2=NN(CN3C(=O)C(=O)c4ccccc43)C(c3ccc(C)cc3)C2)cc1 (stereo unspecified)	-5%	-25	-8%	-31%	?	-7%
COc1ccc(/C(O)=C2/C(=O)C(=O)N(c3ncccn3)C2c2ccc(OC)cc2)cc1 (stereo unspecified)	-6%	1	2%	-3%	?	-1%
O=C(NC1CC(=O)N(c2cccc(F)c2)C1)N1CCN(C(=O)c2ccco2)CC1 (stereo unspecified)	4%	3	nt	-14%	-2%	2%
COc1ccc(S(=O)(=O)Nc2ccc(O)c(Sc3nc4ccccc4s3)c2)cc1	9%[2.32 µM]	?	-12%	-39%	3%&-1%	3%&-11%
C#CCOCCOCCOCCNc1nc(N2CCN(C(=O)[C@H](CCCCN)n3cc(C(N)CO)nn3)CC2)nc(N2CCN(C(=O)[C@H](CCC(=O)O)n3cc(C(N)Cc4ccc(O)cc4)nn3)CC2)n1 (stereo partly specified)	nt	nt	5%	55%	-2%	?
CC(C)C(=O)N1CCN(c2ccc([N+](=O)[O-])c(NC(C)c3ccccc3)c2)CC1 (stereo unspecified)	-21%	-14	?	119%[activator]	-10%	-1%
O=C(NNC(=O)c1ccc2ccccc2c1O)c1cccs1	28%	0	-4%	-39%	1%	-14%
O=C(CCCc1nc(-c2ccc(Cl)cc2)no1)Nc1cccnc1	-2%	-72*	3%	-10%	-12%	4%
COC(=O)c1ccccc1NC(=O)CSc1nncn1-c1cccnc1	3%	-37	1%	-2%	-7%	-10%
CCN(c1ccccc1)S(=O)(=O)c1ccc(-c2cc(C)no2)s1	nt	0	nt	nt	5%	23%
O=C(Nc1ccc(F)cc1Cl)C1=COCCO1	-4%	-18	nt	-6%	?	-1%
CC1=C(OC(=O)C(C)(C)C)C(C)(C)C(c2ccccc2)OC1=O (stereo unspecified)	10%	-10	-4%	-10%	0%	-20%
COc1ccc(C2N3CC4(C)CN2CC(c2ccccc2)(C3)C4=O)cc1 (stereo unspecified)	nt	-20	nt	nt	9%	-1%
CC(=O)C1=C(C)NC(SCC(=O)c2ccc(C)cc2)=C(C#N)C1c1ccco1 (stereo unspecified)	nt	nt	?	-12%	?	?
COc1ccccc1OCCCCN1CCN(C(c2ccccc2)c2ccccc2)CC1	?	?	4%	142%[activator]	1%	-24%
CCCN(CC(=O)Nc1ccccc1C)C(=O)c1ccc(=O)n(Cc2ccccc2)n1	-2%	-23	nt	-4%	?	5%
CCCCOc1ccc(C(=O)NN2CCN(C)CC2)cc1	6%	13	-1%	-42%	-4%	-12%
Oc1ccc(C2=NNC(=NCc3ccc4c(c3)OCO4)SC2)c(O)c1	53%[activator]	-9	23%	-36%	-6%	-8%
O=C(O)C1C2C=CC(C3CC23)C1C(=O)O (stereo unspecified)	1%	5	0%	-25%	?	7%
CCN(CC)S(=O)(=O)c1ccc(/C(O)=C(\C#N)c2nc3ccccc3n2C)cc1	28%	?	7%	9%	?	-35%
COc1cccc(C2/C(=C(/O)c3ccc(C)cc3)C(=O)C(=O)N2Cc2ccco2)c1 (stereo unspecified)	13%	?	-5%	-15%	-1%	-3%
NC(=O)C1CCN(CC(=O)Nc2cc(S(=O)(=O)N3CCOCC3)ccc2N2CCCC2)CC1	19%	-7	nt	-16%	-22%	-7%
C=CCN1C(=O)c2ccc(C(=O)N3CCN(S(=O)(=O)c4cccc([N+](=O)[O-])c4)CC3)cc2C1=O	-2%	-9	nt	79%[activator]	2%	-12%
C/C(=N\NC(=O)Cc1ccc(Br)cc1)c1cccnc1	9%	-21	nt	-3%	7%	-17%
Cc1cc(C)cc(NC(=O)C2CCC(CNC(=O)[C@@H]3Cc4ccccc4CN3)CC2)c1 (stereo partly specified)	36%[activator]	-8	-19%	101%[activator]	-10%	-2%
O=C(COC(=O)c1ccc(O)cc1)NCC1COc2ccccc2O1 (stereo unspecified)	-3%[11.6 µM]	29	nt	-22%	-15%	-18%
COc1cc2c(cc1OC)[C@H](C)N(C(=S)Nc1ccc(F)cc1)CC2	-6%	-7	-15%	-25%	-1%	2%
Cc1ccc(NC(=O)N/C=C/c2ccccc2)cc1	17%	-12	4%	-28%	?	0%
N#C/C(=C\c1ccc(-c2nc3ccccc3s2)o1)C(N)=O	10%	68	-1%	-6%	2%	-5%
Cc1cc(C(=O)CSc2nc3ccc(Cl)cc3[nH]2)c(C)n1C	33%[activator]	37	-20%	-27%	-11%	-31%
COc1ccccc1NC(=O)CSc1nc(N)c(-c2ccccc2)c(=O)[nH]1	-5%	-20	-4%	-26%	4%	3%
COc1cc(/C=C2/SC(=Nc3ccc(O)cc3)NC2=O)ccc1O	-14%	-77*	0%	?	-4%	-23%
CCOc1ccc(/C=N/Nc2nncc(-c3ccccc3)n2)cc1OC	10%	-12	12%	-24%	-7%	6%
Cc1cc(C(=O)CCC(=O)N(C)CC(=O)Nc2ccccc2Br)c(C)s1	-15%	-13	nt	58%	?	1%
CC(C)(C)c1nn(-c2ccccc2)c2nc(Cl)c(C=O)cc12	0%	nt	4%	-13%	?	12%
COc1cc(/C=N/NC(=O)c2cnccn2)ccc1O	24%	-38	0%	-8%	?	5%
CCCc1nc2c([nH]1)C(c1cccnc1)C(C#N)=C(N)O2 (stereo unspecified)	-4%	3	0%	-32%	-13%	-16%
Cc1ccc(CNC(=O)Cc2ccc(-c3ccccc3)cc2)cc1	4%	-6	4%	-17%	-10%	-3%
CN(CCC1CCOCC1)C(=O)CC1C(=O)NCCN1Cc1c(F)cccc1Cl (stereo unspecified)	-12%	18	3%	-1%	?	45µM*
CC1CCN(C(=O)CC2C(=O)Nc3c2c(=O)n(C)c(=O)n3Cc2ccccc2)CC1 (stereo unspecified)	8%	4	-8%	40%	0%	-19%
Cc1ccc2nc(SCC(=O)Nc3cc(C)on3)nc(=O)n2c1	10%	-11	nt	-27%	?	-4%
CC(C)C[C@H](NC(=O)C1CCN(S(=O)(=O)c2ccccc2)CC1)C(=O)NCc1ccccn1	1%	-20	nt	7%	1%	-31%
Cc1ccc(S(=O)(=O)Nc2nc(-c3ccccc3)cs2)cc1	-11%	?	-7%	-35%	-15%	-22%
Cc1ccc(C)c(NC(=O)Cn2cc(C(=O)c3ccncc3)c(=O)c3cc(F)ccc32)c1	nt	29	nt	nt	25%	-2%
Cc1ccc(CN(Cc2ccco2)S(=O)(=O)c2ccc(S(=O)(=O)NCC3CCCO3)cc2)cc1 (stereo unspecified)	0%	-19	3%	-17%	-3%	8%
Cc1ccc(-n2c(=O)[nH]cc(C(=O)N3CCc4ccccc43)c2=O)cc1C	1%	125	-4%	10µM*	?	0%
